M18AAP inhibitor = PfM18AAP inhibitors, malaria aminopeptidase, primary screen, biochemical, QFRET, recombinant enzyme. M18 aspartyl aminopeptidase (Plasmodium falciparum 3D7). H-Glu-NHMec fluorogenic cleavage. inhibition, % at 7.35 µM. actives 1.2% (n = 290,000). AID 1822, 2009;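 active means inhibition above the campaign mean inhibition over all tested compounds plus 3 SD, cut at about 28% in these data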;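 further: 0% = plate median of test compound wells and 100% = 2 mM ZnCl2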
FID counter = compounds displacing fluorescent DNA intercalator, primary screen, artefact control for HCV NS3 helicase inhibitor project, biochemical, FID fluorescence | DNA fluorescent intercalator displacement | AID 1845, 2009 | actives 0.17% (n = 290,000) | inhibition, % at 7.9 µM; in the data active means inhibition above about 37%;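 further: 0% = vehicle and 100% = reference compound; higher means more ethidium bromide displaced from hairpin DNA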
MEKK2 WT-MEK5 = modulators of MEK5 binding to wildtype MEKK2, primary screen, biochemical, multiplex bead flow cytometry, Alexa488-MEK5; binding response (% of control), % at 10 µM; Alexa488-MEK5 binding to MEKK2 WT; actives lie on both sides; Mitogen-activated protein kinase kinase kinase 2 (Homo sapiens), Q9Y2U5; actives 1.1% (n = 290,000); AID 1531, 2009; in the data active means binding response below about 67% or above about 130%; inconclusive means no clear call, values can overlap the other calls; inactive means in between
MEKK2mut PB1 HTS = MEK5 binding signal on mutant MEKK2 PB1, primary screen, biochemical, multiplex bead flow cytometry, Alexa488-MEK5; Alexa488-MEK5 binding to MEKK2 mutant; AID 1530, 2009; actives 0.35% (n = 290,000); percent response, % at 10 µM; in the data active means percent response above about 24%, passing the limit was not always enough; further: inactives centre near 1; some results filed as inactive read as strong as hits
NALP1 inh = NALP1 inflammasome inhibitors in reconstituted yeast, colorimetric, S. cerevisiae, triplicate retest; S. cerevisiae NALP1/ASC/caspase-1 growth, X-gal OD620, 72 h; AID 2071, 2009; actives 0.61% (n = 280,000); inhibition, % at 10 µM; in the data active means inhibition mostly above about 24%, no sharp cut-off; inactive means mostly below about 32%; further: some compounds called inactive have numbers as strong as hits
NS3 helicase inh = inhibitors of HCV NS3 helicase, primary screen, biochemical, Cy5 molecular beacon fluorescence; inhibition, % at 10.9 µM; Hepatitis C virus NS3 helicase; NS3 helicase DNA unwinding; actives 0.56% (n = 290,000);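 active means inhibition above the mean of all tested compounds plus 3 SD, set per campaign, cut at about 35% in these data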;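 further: 0% = DMSO wells and 100% = thioflavine S control wells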
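System: HCV NS3 helicase fragment; control set: DMSO and thioflavine S; technique: Cy5 fluorescence at 0 and 60 min, beacon hairpin quenching; reagent: beacon DNA duplex substrate plus ATP; replicates: singlicate; schedule: 1 h reaction at 25 °C, ATP-initiated; medium: MOPS buffer pH 6.5 with MgCl2, DTT, Tween20, BSA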
SUMO HTRF inh = inhibitors of in vitro SUMOylation cascade, primary screen, biochemical, HTRF, uHTS | inhibition, % at 35 µM | SUMO-conjugating enzyme UBC9 (Homo sapiens), P63279 | actives 0.36% (n = 290,000) | HTRF SUMOylation assay, SAE1/SAE2 + UBC9; in the data active means inhibition above about 50%, passing the limit was not always enough; inconclusive means no clear call, values can overlap the other calls; further: strong numbers were not always called active
Target sequence (P63279 whole entry, looked up): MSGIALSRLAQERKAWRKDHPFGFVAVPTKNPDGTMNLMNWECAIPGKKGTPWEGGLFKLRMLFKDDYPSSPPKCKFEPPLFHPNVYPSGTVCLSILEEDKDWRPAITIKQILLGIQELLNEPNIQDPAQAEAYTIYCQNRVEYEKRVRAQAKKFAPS
IMP-1 inh = IMP-1 metallo-beta-lactamase inhibitors, primary screen, biochemical, epi-absorbance readout, Pseudomonas aeruginosa enzyme | metallo-beta-lactamase IMP-1 (Pseudomonas aeruginosa) | purified IMP-1, nitrocefin hydrolysis, epi-absorbance fluorescence | inhibition, % at 5.6 µM | actives 0.45% (n = 290,000) | AID 1556, 2009;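 active means inhibition above the mean plus 3 SD of all compounds in the same screening run, cut at about 4.5% in these data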;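 further: 0% = IMP-1 with DMSO and 100% = DMSO wells lacking enzyme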
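system = purified recombinant IMP-1 beta-lactamase | amount = 0.2 nM IMP-1, as dispensed | medium = HEPES buffer pH 7.1 with ZnSO4 and Brij 35 | times = 25 °C, 15 min preincubation, 25 min reaction | detection = plate fluorescence quenching by hydrolysis product, ex 480/em 530 nm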
VIM-2 inhibitor = VIM-2 metallo-beta-lactamase inhibitors, primary screen, biochemical, epi-absorbance readout, Pseudomonas aeruginosa enzyme. purified VIM-2, nitrocefin hydrolysis, epi-absorbance fluorescence. inhibition, % at 5.6 µM. actives 0.89% (n = 290,000);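 active means inhibition above the mean of all tested compounds plus 3 SD, cutoff set per screening run, cut at about 7.5% in these data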;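 further: red hydrolysis product quenches plate fluorescence so inhibitors raise well fluorescence; 0% = enzyme with DMSO and 100% = DMSO without enzyme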
Starred values were filed as active, the others as inactive; ? = inconclusive; · = not tested or not shown; [ ] = remark or other dose. This is a random part of the collection (roughly 4.7% active in at least one column).

SMILES	M18AAP inhibitor	FID counter	MEKK2 WT-MEK5	MEKK2mut PB1 HTS	NALP1 inh	NS3 helicase inh	SUMO HTRF inh	IMP-1 inh	VIM-2 inhibitor
COc1ccc(-n2c(=O)[nH]cc(C(=O)N3CCCc4ccccc43)c2=O)cc1	2	-10	94	2	27*	7	-4	-2.3	-1.1
Cc1c(C)n(Cc2ccccc2)c2ccc(C(=O)NCCN3CCOCC3)cc12	4	-4	105	3	17	-58	2	-3.2	0.3
CC(C)(C)OC(=O)NCC1CCC(C(=O)NC[C@H](CC(=O)O)c2ccc(Cl)cc2)CC1 (some centres undefined)	-8	-39	102	0	4	-2	13	-1.2	-0.4
CCOC(=O)C1(CCOC)CCN(Cc2nc(C(C)C)cs2)CC1	-8	-13	101	-5	3	8	15	-4.5	-4.4
CCc1ccc(S(=O)(=O)/N=C2\C=C(Nc3ccc(C(=O)O)cc3)C(=O)c3ccccc32)cc1	8	5	93	-4	-10	-4	?	-7.1	-0.4
COC(=O)c1ccc(C(=O)N2CCCC(Nc3ccc(C(C)C)cc3)C2)nc1 (centres undefined)	9	-30	95	1	24	11	-5	-4.0	-2.0
Cc1sc(NC(=O)CSc2nnc3scc(-c4ccccc4)n23)c(C#N)c1C	-2	-3	103	4	16	2	14	-2.9	-1.9
O=C(Nc1cccc2ccccc12)/C(=C/c1ccc([N+](=O)[O-])cc1)NC(=O)c1ccccc1	1	1	·	·	-5	-14	-14	-1.6	-2.5
Cc1cc(-n2c(C)cc(C(=O)CN3C(=O)NC4(CCCCCC4)C3=O)c2C)no1	-1	-13	91	-5	-1	8	-17	-0.4	-0.4
CCCNCc1cc(OCC)c(OCC(=O)Nc2ccccc2)cc1Br	-5	8	116	0	-4	-2	-10	-1.0	-0.6
CCN(CC)S(=O)(=O)c1ccc2nc(NC(=O)c3ccco3)sc2c1	3	-12	105	6	6	1	13	-1.5	-0.8
CCOC(OCC)c1cn(Cc2ccc(C(=O)c3ccccc3)cc2)nn1	-4	-34	99	-4	2	-7	5	-1.7	0.7
O=S(=O)(c1ccc(C2CCCCC2)cc1)N1CCCC1	-13	-15	98	-2	-3	-8	-1	-3.1	-3.1
COc1ccc(OCC(=O)Nc2ccc(S(=O)(=O)N3CCOCC3)cc2)cc1	3	-13	105	5	10	-1	4	-0.1	-4.5
COc1ccc(CCCc2nnc(SCC(=O)N/N=C\c3ccc(O)c(OC)c3)o2)cc1C	12	-17	101	10	-8	-4	-5	-2.6	-0.8
Cc1ccccc1C(=O)NNC(=S)NC(=O)COc1ccccc1	-55	3	102	3	-6	-1	15	-1.6	-4.8
CCN1N=C(c2ccccc2)CCC1=O	9	-4	96	-1	12	11	-2	-0.3	-0.2
CCCCNC(=O)Nc1ncn[nH]1	29*	-3	101	8	40*	-2	17	-1.8	-2.3
Cc1ccc(SC(C)C(=O)NCC(C)C)cc1 (centres undefined)	2	-1	102	2	12	2	8	-1.2	-2.1
C/C(O)=C/c1nc2ccccc2[nH]c1=O	-8	-3	102	-1	20	8	23	-1.0	5.0
Cc1ccc(OCCC(=O)OCC(=O)C(C)(C)C)cc1	-2	-10	101	-1	-4	6	10	-3.3	-4.3
Cc1csc(NC(=O)CSc2nnc(-c3ccoc3C)n2CCc2ccccc2)n1	3	-35	111	4	13	-17	9	-2.8	-2.9
COC(=O)/C(C(C)=O)=C(\C=C\N(C)C)N(C)C	5	2	98	-1	-2	3	16	-2.8	-3.9
COc1ccc(C(=O)NN/C(C)=C/C(=O)C(F)(F)C(F)(F)C(F)(F)F)cc1	-3	-1	102	-1	41	-8	-2	-1.7	-2.8
COc1cccc(/C=N/Nc2ccc([N+](=O)[O-])cc2)c1O	12	16	100	8	15	-11	13	-2.7	-2.9

Results in MEKK2 WT-MEK5, for 3 of the compounds above:
smiles | MEKK2 WT-MEK5
COc1ccc(-n2c(=O)[nH]cc(C(=O)N3CCCc4ccccc43)c2=O)cc1 | 94
Cc1ccccc1C(=O)NNC(=S)NC(=O)COc1ccccc1 | 102
COc1ccc(C(=O)NN/C(C)=C/C(=O)C(F)(F)C(F)(F)C(F)(F)F)cc1 | 102

Laid out differently: 12 of the compounds above
molecule,M18AAP inhibitor,FID counter,MEKK2 WT-MEK5,MEKK2mut PB1 HTS,NALP1 inh,NS3 helicase inh,SUMO HTRF inh,IMP-1 inh,VIM-2 inhibitor
COc1ccc(OCC(=O)Nc2ccc(S(=O)(=O)N3CCOCC3)cc2)cc1,3,-13,105,5,10,-1,4,-0.1,-4.5
COc1ccc(CCCc2nnc(SCC(=O)N/N=C\c3ccc(O)c(OC)c3)o2)cc1C,12,-17,101,10,-8,-4,-5,-2.6,-0.8
Cc1ccccc1C(=O)NNC(=S)NC(=O)COc1ccccc1,-55,3,102,3,-6,-1,15,-1.6,-4.8
CCN1N=C(c2ccccc2)CCC1=O,9,-4,96,-1,12,11,-2,-0.3,-0.2
CCCCNC(=O)Nc1ncn[nH]1,29*,-3,101,8,40*,-2,17,-1.8,-2.3
Cc1ccc(SC(C)C(=O)NCC(C)C)cc1 (centres undefined),2,-1,102,2,12,2,8,-1.2,-2.1
C/C(O)=C/c1nc2ccccc2[nH]c1=O,-8,-3,102,-1,20,8,23,-1.0,5.0
Cc1ccc(OCCC(=O)OCC(=O)C(C)(C)C)cc1,-2,-10,101,-1,-4,6,10,-3.3,-4.3
Cc1csc(NC(=O)CSc2nnc(-c3ccoc3C)n2CCc2ccccc2)n1,3,-35,111,4,13,-17,9,-2.8,-2.9
COC(=O)/C(C(C)=O)=C(\C=C\N(C)C)N(C)C,5,2,98,-1,-2,3,16,-2.8,-3.9
COc1ccc(C(=O)NN/C(C)=C/C(=O)C(F)(F)C(F)(F)C(F)(F)F)cc1,-3,-1,102,-1,41,-8,-2,-1.7,-2.8
COc1cccc(/C=N/Nc2ccc([N+](=O)[O-])cc2)c1O,12,16,100,8,15,-11,13,-2.7,-2.9

Next part.
SMILES	M18AAP inhibitor	FID counter	MEKK2 WT-MEK5	MEKK2mut PB1 HTS	NALP1 inh	NS3 helicase inh	SUMO HTRF inh	IMP-1 inh	VIM-2 inhibitor
COc1ccnc(-n2cccc2C=O)c1C#N	-2	5	103	-2	-10	-4	11	-1.9	-5.2
Cc1ccccc1C(=O)NC1CCN(C(=O)NCc2ccccc2)CC1	-1	-11	107	6	8	-1	1	-3.8	-3.4
Cc1ccccc1C(=O)c1cccn1CC(=O)NC(C)c1ccccc1 (centres undefined)	-7	-33	104	2	-6	5	-3	-3.5	-1.7
O=C(Cn1cnc2c(nnn2-c2ccc(F)cc2)c1=O)NCC1CCCO1 (centres undefined)	9	0	108	4	6	5	3	-5.8	-2.0
O=C(COC(=O)c1cccc(C(=O)OCC(=O)NC2CC2)n1)NC1CC1	-17	-8	99	-1	-12	1	8	0.4	0.8
CCOc1ncccc1C(=O)NCc1ccccc1Cl	7	-7	100	-2	5	-3	4	-3.8	-4.4
Cc1ccc(S(=O)(=O)NNC(=O)C2COc3ccccc3O2)cc1C (centres undefined)	7	-17	105	-1	40*	-7	12	-3.4	-0.3
CCN(CC)CCCn1c(=S)[nH]c2cc(C(=O)OC)ccc2c1=O	11	1	112	7	6	0	20	-3.5	-0.2
Cc1sc(NC(=O)CN(Cc2ccccc2)C(=O)C(C)C)c(C(N)=O)c1C	-1	-13	101	-1	6	5	16	-3.2	-1.9
Cc1ccc(C2NC(=NCc3ccccc3)Nc3nc(C)cc(=O)n32)cc1 (centres undefined)	4	9	92	0	12	-11	7	-0.1	0.7
Cc1ccc(S(=O)(=O)n2nc(OC(=O)c3c(F)cccc3Cl)cc2N)cc1	2	-11	98	1	5	-10	-2	-4.1	-3.1
CN(C)Cc1c(C(=O)N/N=C/C2CC=CCC2)nnn1-c1nonc1N (centres undefined)	4	-12	97	1	4	-8	4	-3.4	-3.5
Cc1ccc(C)c(CN2CCCN(Cc3cc(C)ccc3C)S2(=O)=O)c1	-14	-15	106	2	11	-1	8	-2.5	0.8
Clc1ccc(-n2nnnc2-c2cnc(-c3ccccn3)nc2-c2cccs2)cc1	5	-22	98	-3	-41	-5	13	-3.4	-3.2
COc1ccc(/C=N/NS(=O)(=O)c2ccc(NC(C)=O)cc2)cc1	0	1	104	15	-17	-9	11	-0.9	-2.2
COC(=O)c1ccccc1NC(=O)CN(c1cc(OC)ccc1OC)S(C)(=O)=O	9	-7	104	1	31	-2	-1	-4.2	-1.1
COc1ccc(C(C)(C)NC(=O)C2CCC(=O)N(C3CCCC3)C2)cc1OC (centres undefined)	-4	-19	106	8	20	2	-4	-5.3	-1.6
CCN(CC)S(=O)(=O)c1cc(C)c(C)cc1Br	-1	-9	71*[inhibitor]	-4	-103	-1	20	-1.9	-4.6
Cc1cccc(CSCc2nnc(N)s2)c1	3	-2	92	-7	20	7	4	-2.0	-0.1
COc1ccc(N2C(=O)CC(Sc3nc4ccccc4s3)C2=O)cc1 (centres undefined)	-36	-26	98	-1	-11	-1	-2	0.0	0.6
O=S(=O)(c1cccs1)N1CCN(CCc2ccccc2)CC1	-11	-9	104	3	20	-5	14	-0.4	1.3
C/C(=N\O)c1sc(-c2ccccc2)nc1C	5	-8	90	-8	8	1	7	-2.4	-2.3
Cc1cc(C(=O)CCl)c(C)n1CC1COc2ccccc2O1 (centres undefined)	7	-12	108	0	-22	-3	-11	-3.0	-1.9
CN(C)c1ccc(/C=C/c2ccncc2)cc1	2	3	97	-4	6	5	10	6.3*	6.9
COCCNC(=O)c1ccc2c(Cl)c3c(nc2c1)CCC3	0	-21	109	8	-10	6	8	-3.0	2.9
O=C(CSc1ncn(-c2ccccc2)n1)Nc1nc2c(s1)CCCC2	-1	-20	98	4	14	8	40	-2.1	0.3
COc1ccc(-n2ncc3c2CC(C)(C)CC3NC(=O)CN2CCOC2=O)cc1 (centres undefined)	-1	-32	95	-3	6	2	2	-1.4	-1.2
Cc1cc([N+](=O)[O-])nn1CC(=O)Nc1cccc2nonc12	2	0	95	-2	14	2	42	-2.6	-4.0
CC(C)(CNC(=O)C1CCCC1)CNC(=O)C1CCCC1	1	-7	97	-2	-12	-2	-4	0.0	-3.7
